Screening results deposited in PubChem by several laboratories.
TRPN1 ag: agonists of zebrafish TRPN1 channel. AID 1424. activation, % at 3 µM. actives 0.18% (n = 220,000). HEK293 zebrafish TRPN1-YFP, Fluo-8 calcium fluorescence; 100% = response to 87 µM carbachol;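 active = activation above its plate's cutoff, the mean activation of test wells on that plate plus 3 SD, cut at about 19% in these data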;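 note: 0% = DMSO alone and 100% = 87 µM carbachol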
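Material: zebrafish TRPN1-YFP in HEK293 cells; Doses: single test compound dose, 3 µM nominal, 0.3% DMSO; Timing: dye loading 1 h at 37 °C, then 30 min room temperature; Technique: intracellular calcium fluorescence with Fluo-8; Benchmarks: high carbachol 87 µM, low DMSO alone.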
CHOP inhibitor: CHOP inhibition in unfolded protein response. CHO-K1 CHOP-promoter luciferase, tunicamycin-induced, 15-18 h. inhibition, % at 10 µM. actives 3.8% (n = 220,000). AID 2732;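 active = compounds that reduced the stress-induced luciferase reporter signal by more than about 70% of percent inhibition, limit read from the data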;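 note: 0% = tunicamycin plus vehicle and 100% = wells without tunicamycin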
Ba/F3 V617F tox: loss of viability in JAK2V617F-driven Ba/F3 cells; inhibition, % at 5.6 µM; AID 1446; Ba/F3 EpoR-JAK2V617F viability, ATP luminescence; actives 1.1% (n = 220,000);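 active = inhibition above the campaign mean plus 3 SD over all tested compounds, cut at about 24% in these data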;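 note: cytokine-independent growth of Ba/F3 cells driven by EpoR plus mutant JAK2; 0% = DMSO-treated cells and 100% = JAK inhibitor I control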
Wee1 degr inh: inhibitors of human Wee1 degradation | reporter increase, % at 5 µM | actives 1.2% (n = 220,000) | P30291 | AID 1321 | HeLa Luc-Wee1K328M stability, luciferase luminescence; 100% = proteasome inhibitor MG132 effect;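 active = activation above the mean of all tested compounds plus 3 SD, set per screening run, cut at about 8.8% in these data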;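 note: cells exposed to compound for 20 h before luminescence read; 0% = DMSO alone and 100% = MG132 at 30 µM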
Target sequence (P30291 whole entry K328M): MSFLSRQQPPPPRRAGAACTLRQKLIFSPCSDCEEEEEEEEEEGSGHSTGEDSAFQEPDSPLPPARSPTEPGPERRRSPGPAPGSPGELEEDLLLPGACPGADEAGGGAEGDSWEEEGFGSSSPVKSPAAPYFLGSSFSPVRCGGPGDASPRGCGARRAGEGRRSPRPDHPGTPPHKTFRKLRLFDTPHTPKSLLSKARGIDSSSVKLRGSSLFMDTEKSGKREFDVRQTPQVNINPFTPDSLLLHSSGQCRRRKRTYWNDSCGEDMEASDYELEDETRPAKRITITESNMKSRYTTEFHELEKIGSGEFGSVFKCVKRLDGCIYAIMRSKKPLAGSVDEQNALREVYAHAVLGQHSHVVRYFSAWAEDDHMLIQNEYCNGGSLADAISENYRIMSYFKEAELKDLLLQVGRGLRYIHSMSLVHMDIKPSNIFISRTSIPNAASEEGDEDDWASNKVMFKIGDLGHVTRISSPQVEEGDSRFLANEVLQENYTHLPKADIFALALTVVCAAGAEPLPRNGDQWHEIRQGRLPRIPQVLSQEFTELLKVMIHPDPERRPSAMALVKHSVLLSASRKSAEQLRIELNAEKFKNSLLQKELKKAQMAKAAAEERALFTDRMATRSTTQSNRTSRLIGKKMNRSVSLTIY
RBBP9 inhibitor: human RBBP9 hydrolase inhibition | actives 0.2% (n = 220,000) | inhibition, % at 7.94 µM | recombinant RBBP9, FP-Rh probe fluorescence polarization | O75884;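 active = inhibition above the campaign mean of all tested compounds plus 3 SD, cut at about 14% in these data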;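 note: plate controls were DMSO wells with RBBP9 for no effect and wells lacking RBBP9 protein for full effect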
Target sequence (O75884 whole entry, looked up): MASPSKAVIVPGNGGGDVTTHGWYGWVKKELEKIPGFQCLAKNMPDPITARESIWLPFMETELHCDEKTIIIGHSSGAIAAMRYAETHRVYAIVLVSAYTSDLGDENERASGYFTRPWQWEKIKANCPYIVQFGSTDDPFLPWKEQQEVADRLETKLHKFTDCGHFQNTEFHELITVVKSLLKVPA
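Test system – recombinant human RBBP9 · Input – RBBP9 2.5 µM in dispensing solution, pre-mixing · Medium – Tris buffer pH 8.0, NaCl, Pluronic · Schedule – preincubation 30 min plus labeling 45 min at 25 °C · Measured by – fluorescence polarization · Measure – % inhibition · Controls – DMSO and no-protein wells · Replicates – one well per compound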
PPC-1+TRAIL kill: compounds killing PPC-1 cancer cells with TRAIL present (potentiator screen, no TRAIL-free arm); actives 0.41% (n = 220,000); PPC-1 cells + TRAIL, ATPLite viability luminescence; AID 1443; cell killing (% activity), % at 4 µM;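 active = cell killing above 50% in the first pass at 4 µM, then a duplicate retest at 5 µM averaging 50% or more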;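 note: plate controls were cells with TRAIL plus DMSO for no effect and medium-only wells lacking cells for full effect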
TRPML3 ag: activates the human TRPML3 channel; activation, % at 3 µM; actives 0.29% (n = 220,000); AID 1448; HEK293 TRPML3-YFP, Fluo-8 calcium fluorescence; 100% = the carbachol control signal;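 active = activation above its plate's cutoff, the mean activation of the plate's test wells plus 3 SD, cut at about 12% in these data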;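 note: 0% = DMSO only wells and 100% = carbachol wells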
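Test system: HEK293 cells stably carrying human TRPML3-YFP; Doses: single dose, 3 µM final nominal compound, 0.3% DMSO final; Schedule: dye loading 1 h 37 °C then 30 min ambient, 125 s read; Technique: Fluo-8 calcium fluorescence; Benchmarks: high control carbachol 87 µM, low control DMSO.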
BaF3 parental: parental Ba/F3 viability inhibition as JAK2V617F counter-screen | inhibition, % at 5.6 µM | AID 1486 | actives 1.1% (n = 220,000) | CellTiter-Glo ATP luminescence;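 active = inhibition above a per-campaign cutoff, the mean inhibition of all tested compounds plus 3 SD, cut at about 27% in these data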;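 note: 0% = DMSO wells and 100% = JAK Inhibitor I control wells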
TNF necrop inh: TNF-alpha cell death inhibition in Jurkat FADD-/- cells. Jurkat FADD-/- TNF necroptosis rescue, ATP luminescence, 24 h; 0 = TNF only, 100 = no-TNF cells. activation (protection from cell death), % at 10 µM. actives 0.068% (n = 220,000). AID 463075;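 active = activation, meaning protection from cell death, of at least 50% relative to plate controls; inactive = activation below 50%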;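 note: necroptosis triggered by 40 ng/mL TNF-alpha added together with compound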
Starred values were filed as active, the others as inactive.

The first 7 compounds, ahead of the listing:
SMILES	TRPN1 ag	CHOP inhibitor	Ba/F3 V617F tox	Wee1 degr inh	RBBP9 inhibitor	PPC-1+TRAIL kill	TRPML3 ag	BaF3 parental	TNF necrop inh
O=C(NCc1ccc2c(c1)OCO2)c1ccc(S(=O)(=O)C(F)F)cc1	1.5	1	-1	-6	-13	5	0.7	7	1.9
Nc1nc(N2CCN(C(=O)c3ccco3)CC2)nc2ccccc12	1.1	8	2	1	-2	6	0.3	4	-0.4
CCc1ccc2oc(C(=O)Nc3ccc(S(N)(=O)=O)cc3)c(C)c2c1	-0.7	26	-1	-3	5	18	0.8	2	-2.9
O=C(NNC1=NS(=O)(=O)c2ccccc21)c1ccccc1Cl	-0.2	2	0	2	-2	15	0.9	4	-0.1
Cc1ccc(S(=O)(=O)N(Cc2ccccc2)c2ccccc2C(=O)NCc2cccnc2)cc1	-2.6	14	-1	1	-5	-1	0.0	-1	1.7
CCOC(=O)C1=C(CSc2nccn2C)NC(=O)NC1c1ccc(OC)cc1 (stereo not given)	-0.6	34	-3	1	-2	-25	0.4	1	0.8
Cn1c(SCc2ccccc2F)nc2cccnc21	-1.5	35	0	0	-2	-34	-0.8	8	-3.8

All compounds of this part (from the top)
SMILES	TRPN1 ag	CHOP inhibitor	Ba/F3 V617F tox	Wee1 degr inh	RBBP9 inhibitor	PPC-1+TRAIL kill	TRPML3 ag	BaF3 parental	TNF necrop inh
O=C(NCc1ccc2c(c1)OCO2)c1ccc(S(=O)(=O)C(F)F)cc1	1.5	1	-1	-6	-13	5	0.7	7	1.9
Nc1nc(N2CCN(C(=O)c3ccco3)CC2)nc2ccccc12	1.1	8	2	1	-2	6	0.3	4	-0.4
CCc1ccc2oc(C(=O)Nc3ccc(S(N)(=O)=O)cc3)c(C)c2c1	-0.7	26	-1	-3	5	18	0.8	2	-2.9
O=C(NNC1=NS(=O)(=O)c2ccccc21)c1ccccc1Cl	-0.2	2	0	2	-2	15	0.9	4	-0.1
Cc1ccc(S(=O)(=O)N(Cc2ccccc2)c2ccccc2C(=O)NCc2cccnc2)cc1	-2.6	14	-1	1	-5	-1	0.0	-1	1.7
CCOC(=O)C1=C(CSc2nccn2C)NC(=O)NC1c1ccc(OC)cc1 (stereo not given)	-0.6	34	-3	1	-2	-25	0.4	1	0.8
Cn1c(SCc2ccccc2F)nc2cccnc21	-1.5	35	0	0	-2	-34	-0.8	8	-3.8
O=C(COC(=O)c1cccnc1)c1ccc(Cl)c(Cl)c1	0.0	-2	0	-2	-8	19	0.2	2	-1.5
Cc1cccc(NC(=S)N/N=C/c2c[nH]c3ccccc23)c1	-1.8	91*	-5	3	4	29	0.3	-1	-5.4
O=C(CCc1ccc(S(=O)(=O)NCCc2ccccc2)cc1)NCc1ccco1	1.6	12	2	-1	-2	8	-0.8	2	-5.3
Cc1ccc(C)c(OCC(=O)N/N=C/c2c(C)nn(-c3ccccc3)c2Cl)c1C	0.5	67	-1	3	-5	3	0.9	4	0.2
CCCCNC(=S)NNC(=O)c1cc(C)on1	1.7	12	-1	2	-8	19	-0.3	7	-1.7
CC(=O)C1=C(C)NC(=O)NC1c1ccc(Cl)cc1 (stereo not given)	0.6	-1	-4	3	-3	-22	1.0	-3	1.4
CC(=O)N1CCc2cc(C(=O)CN3CCN(c4cccc(Cl)c4)CC3)ccc21	1.1	40	-1	-1	-6	12	1.2	4	-3.7
c1ccc(Cn2c(-c3cccs3)nc3nc4ccccc4nc32)cc1	1.1	-19	-2	5	0	18	0.9	5	-1.4
Cn1cc([N+](=O)[O-])c(C(=O)NNC(=O)c2ccc([N+](=O)[O-])cc2)n1	-0.1	2	3	6	-5	2	0.6	11	-0.7
Cn1nc(-c2ccccc2)cc1NC(=O)Nc1ccccc1F	-1.0	8	-5	0	0	14	-0.2	4	0.0
CCOc1ccccc1NC(=O)C(OC(=O)c1cc(C)oc1C)c1ccccc1 (stereo not given)	2.7	46	-2	3	-6	2	1.7	2	1.8
CCN(C(=O)COc1ncnc2ccc(Br)cc12)C1CCS(=O)(=O)C1 (stereo not given)	1.0	12	-1	0	-3	8	0.1	3	0.7
Nc1cc([N+](=O)[O-])ccc1Nc1ccccc1	-3.5	32	-2	-3	3	-9	-0.9	3	-0.8
CC1(C)CC(=O)C(C=N)=C(O)C1	0.9	3	-2	-2	4	3	0.9	7	0.2
COc1ccc(Cc2nc(-c3cccc(C)c3)no2)cc1	-1.7	51	-2	0	-13	4	-1.2	5	1.2
CCOCCCNC(=O)CNC(=S)N(Cc1ccc(C)cc1)Cc1ccco1	-1.4	24	-3	2	-9	18	0.1	2	-0.4
NC(=S)NNc1cccc2cccnc12	0.2	-6	-1	-3	4	19	0.7	8	-2.1
O=C(O)CCSc1ccccn1	0.1	10	1	0	0	8	-0.2	3	-0.5
CCOC(=O)Cc1csc(NS(=O)(=O)c2ccc(C(F)(F)F)cc2)n1	0.1	-5	-3	-1	-3	10	0.9	-1	0.7
CCCCNS(=O)(=O)c1ccc2nc(SCC(N)=O)[nH]c2c1	-0.5	8	-1	0	8	12	0.5	-1	0.8
CCCCNC(=O)C1CCN(S(=O)(=O)c2cnc[nH]2)CC1	1.3	-14	-4	-3	-1	-15	1.3	0	0.5
CN(C)C(=O)COC(=O)c1cc(Cl)cc(Cl)c1N	-1.3	9	-2	-2	1	10	0.8	2	0.1
C#CCNC(=O)C1=C[C@H](c2coc3ccccc3c2=O)C[C@H](OCc2ccc(CO)cc2)O1	-0.1	26	0	-1	-7	-1	0.0	-2	0.6
Cc1ccc(N(CC(N)=O)C2SC(=O)N(Cc3cccc(C(=O)O)c3)C2=O)cc1 (stereo not given)	-0.1	18	3	-3	-2	14	0.6	2	0.1
CCOc1ccc(S(=O)(=O)N(C)CCO)cc1-c1nc2c(C(C)(C)C)nn(C)c2c(=O)[nH]1	1.4	-3	5	3	-6	-14	1.5	9	-3.6
Cc1ccc2[nH]c3c(=O)n(CCCN4CCN(C)CC4)cnc3c2c1	-0.3	0	-1	2	-2	-7	0.8	8	0.3
Cc1ccc(OCC(=O)O/N=C(\N)Cc2ccc([N+](=O)[O-])cc2)cc1C	0.5	23	0	5	-5	1	0.2	2	0.5
Cc1ccc(-c2ccc(/C=N/n3cnnc3)o2)cc1Cl	-1.8	28	-1	3	-6	-15	-0.3	5	-1.8
Cc1ccc(C2=NNC(C(O)C(O)C(O)C(C)O)S2)cc1 (stereo not given)	-0.9	-21	-6	4	8	23	0.0	1	1.0
O=C(CN(c1ccc(F)cc1)S(=O)(=O)c1ccc2c(c1)OCCO2)NCc1ccncc1	1.0	3	-2	0	-3	-3	1.0	5	-2.1
Cc1cc(C)n(-c2nnc(C)n2/N=C/c2ccco2)n1	2.5	-6	6	2	-1	-11	1.2	8	0.5
COc1ccc(C(=O)NC(C(=O)NCC2CCCO2)C(C)C)cc1 (stereo not given)	0.4	-15	-3	-3	-4	6	0.3	1	1.2
CCN(C(=O)c1cc2c(=O)[nH]c3ccc(C)cc3c2s1)c1ccccc1F	2.4	-36	4	0	3	4	0.0	4	4.1

Shown as labelled records: entries from further up
> CC1(C)CC(=O)C(C=N)=C(O)C1
  TRPN1 ag: 0.9 | CHOP inhibitor: 3 | Ba/F3 V617F tox: -2 | Wee1 degr inh: -2 | RBBP9 inhibitor: 4 | PPC-1+TRAIL kill: 3 | TRPML3 ag: 0.9 | BaF3 parental: 7 | TNF necrop inh: 0.2

> COc1ccc(Cc2nc(-c3cccc(C)c3)no2)cc1
  TRPN1 ag: -1.7 | CHOP inhibitor: 51 | Ba/F3 V617F tox: -2 | Wee1 degr inh: 0 | RBBP9 inhibitor: -13 | PPC-1+TRAIL kill: 4 | TRPML3 ag: -1.2 | BaF3 parental: 5 | TNF necrop inh: 1.2

Carrying on:
SMILES	TRPN1 ag	CHOP inhibitor	Ba/F3 V617F tox	Wee1 degr inh	RBBP9 inhibitor	PPC-1+TRAIL kill	TRPML3 ag	BaF3 parental	TNF necrop inh
CCC(c1nnc(SCC(=O)NCCc2ccc(Cl)cc2Cl)o1)N(C)C (stereo not given)	0.1	6	-3	1	3	4	-0.1	-1	-0.2
O=C(Cc1c(Cl)cccc1Cl)NCCc1ccc(Cl)cc1	-1.6	75*	-2	-1	-7	3	-0.7	0	30
COc1cccc(N/C(N)=N/c2nc(CSc3ccccn3)cc(=O)[nH]2)c1	1.7	0	1	5	0	12	1.1	10	-9.8
O=C(CN1CCCC1)NC12CC3CC(CC(C3)C1)C2	-0.2	-20	-3	4	-9	22	1.6	-1	2.3
Cc1cc(Nc2ccccc2)c2c([N+](=O)[O-])c(C)cc(C)c2n1	-0.9	92*	2	1	-4	14	-1.0	2	-9.1
CC(Nc1n[nH]c(=O)[nH]c1=O)C(=O)N/N=C/c1ccccc1 (stereo not given)	0.4	-5	2	2	-9	-23	2.9	-3	0.3
O=[N+]([O-])c1ccc(COc2ccc(-c3[nH]ncc3-c3ccc(Cl)cc3)c(O)c2)cc1	-0.5	82*	-4	-1	-6	3	0.1	3	2.5
O=C(NCc1cccnc1)C1CC(=O)N(c2ccc(Cl)cc2)C1 (stereo not given)	0.2	-32	-3	-2	4	-12	-0.1	0	-1.3
C=CCNC(=S)NNC(=O)c1csc(C)c1C	1.2	-6	-1	-4	0	0	0.8	5	0.7
Cc1ccc(-n2c(=O)[nH]c3c(oc4ccccc43)c2=O)cc1	2.7	-4	-2	2	2	-9	1.4	2	0.8
O=C(Nc1ccccc1C(=O)OC1CCOC1=O)c1ccco1 (stereo not given)	0.2	-9	1	2	6	16	0.0	4	1.1
CN1C(=O)NC(NC(=O)c2ccco2)(C(F)(F)F)C1=O (stereo not given)	-0.7	-5	-2	2	3	6	0.7	0	1.4
Cc1cc(S(=O)(=O)N2CCN(C(=O)CCC(=O)N3CCOCC3)CC2)ccc1Br	0.7	-26	-3	-1	1	0	0.4	-6	0.7
Nc1ncnc(NCc2ccccc2)c1[N+](=O)[O-]	0.1	16	-2	4	-7	-17	0.5	1	-0.6
Cc1nnc(SCc2ccc(Cl)cc2)nc1/C=C/N(C)C	0.4	21	2	-3	-5	-9	-0.5	11	-4.7
CCCc1c(C(=O)NNc2cccc(Cl)c2)cnn1-c1ccccc1	0.7	5	-1	0	-4	23	0.7	2	-1.2
Cc1cccc(N(C(=O)Cn2nnc3ccccc32)C(C(=O)NC(C)(C)C)c2ccsc2)c1C (stereo not given)	1.5	34	-3	4	-4	10	0.1	2	-7.4
CC(O)CNc1nc2ccccc2n1CC(=O)N1CCN(Cc2ccccc2)CC1 (stereo not given)	-1.0	0	-4	0	2	9	0.3	5	2.0
O=c1cc(-c2ccco2)oc2c1ccc1ccccc12	-0.9	17	0	-2	-6	10	0.2	5	0.0
